HCV inh: qHTS Assay for Inhibitors of Hepatitis C Virus (HCV); Huh7.5.1 HCVcc-Cre infection, luciferase reporter, 44 h; Potency, µM (series often up to 41.8 µM), without a hit: at the highest dose activity change, negative = inhibition, usual class: inhibitors; 3.4% of 340,000 active; AID 651820, 2012; also: potency is read from the fitted curve at half-maximal effect
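Reporter virus HCVcc-Cre (~0.5 moi) infects cells exposed to compound; seeding density 1,000 cells/well with 4 h settling beforehand. Luminescence, 15 sec read, taken 44 h post-infection following a 15 min RT substrate incubation.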
HCMV antiviral: qHTS Assay for inhibitors of the human cytomegalovirus (HCMV). HFF cells, HCMV-luciferase reporter, 72 h; stronger effect = lower value. activity change, negative = inhibition, % at 57.5 µM. 4.5% of 410,000 active. AID 1259415, 2018; in the data active = activity change below about -60%; inconclusive = no clear call, values can overlap the other calls; inactive = above about -39%
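After 16 h attachment at 37C, HFF cells received test compound and HCMV-luciferase (1 PFU/cell); reporter luminescence read 72 h later, data normalized against buffer-only and known inhibitor Salinomycin.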
AmpC detergent: qHTS Inhibitors of AmpC Beta-Lactamase (assay with detergent); 0.041% of 370,000 active; AmpC hydrolysis of nitrocefin, absorbance 480 nm, 0.01% Triton; Potency, µM (titrated, usually from 114 µM), for the others: top-dose activity change, negative = inhibition, actives largely listed as inhibitors; P00811;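 also: potency is read from the fitted curve at half-maximal effect; 0% = no-compound wells and -100% = no-enzyme wells; nearly all actives have a fitted effect of over 25% in size; some results filed as inactive show a strong effect at the top dose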
Target sequence (P00811 whole entry, looked up): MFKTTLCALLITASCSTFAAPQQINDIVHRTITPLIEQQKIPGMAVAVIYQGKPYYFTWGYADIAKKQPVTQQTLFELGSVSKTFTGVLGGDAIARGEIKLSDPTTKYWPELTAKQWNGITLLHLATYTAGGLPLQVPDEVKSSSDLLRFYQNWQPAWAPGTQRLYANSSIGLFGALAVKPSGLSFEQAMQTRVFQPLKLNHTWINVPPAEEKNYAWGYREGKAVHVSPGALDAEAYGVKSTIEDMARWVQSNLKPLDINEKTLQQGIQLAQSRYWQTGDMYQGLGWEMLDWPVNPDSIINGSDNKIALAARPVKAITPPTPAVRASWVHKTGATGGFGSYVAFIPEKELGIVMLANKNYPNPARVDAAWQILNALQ
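20 mM phosphate pH 7.0 + 0.01% (detergent screen) or 0.0001% Triton X-100; 5.3 nM AmpC reagent; cpd preinc 15 min RT; nitrocefin (800 uM stock) to start; A480 q20 s × 4 min; Activity was normalised to no-enzyme and no-compound control wells.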
AmpC no deterg: qHTS Inhibitors of AmpC Beta-Lactamase (assay without detergent) | P00811 | AmpC nitrocefin hydrolysis, absorbance 480 nm, 0.0001% Triton | Potency, µM (top dose mostly 57.1 µM), for the others: top-dose activity change, negative = inhibition, usual class: inhibitors | 0.52% of 330,000 active;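 also: potency is read from the fitted curve at half-maximal effect; plate controls were no compound for no effect and no enzyme for full effect; nearly all actives have a fitted effect of over 20% in size; some results filed as inactive show a strong effect at the top dose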
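20 mM phosphate pH 7.0 + 0.01% (detergent screen) or 0.0001% Triton X-100; 5.3 nM AmpC reagent; cpd preinc 15 min RT; nitrocefin (800 uM stock) to start; A480 q20 s × 4 min; Activity was normalised to no-enzyme and no-compound control wells.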
LmPK inhibitor: qHTS Assay for Inhibitors of Leishmania Mexicana Pyruvate Kinase (LmPK). Q27686. Potency, µM (highest dose often 57.5 µM), inactives show at the highest dose activity change, negative = inhibition, actives largely listed as inhibitors. purified LmPK, Kinase-Glo ATP luminescence, 1 h. 0.37% of 290,000 active; also: potency is read from the fitted curve at half-maximal effect
Target sequence (Q27686 whole entry, looked up): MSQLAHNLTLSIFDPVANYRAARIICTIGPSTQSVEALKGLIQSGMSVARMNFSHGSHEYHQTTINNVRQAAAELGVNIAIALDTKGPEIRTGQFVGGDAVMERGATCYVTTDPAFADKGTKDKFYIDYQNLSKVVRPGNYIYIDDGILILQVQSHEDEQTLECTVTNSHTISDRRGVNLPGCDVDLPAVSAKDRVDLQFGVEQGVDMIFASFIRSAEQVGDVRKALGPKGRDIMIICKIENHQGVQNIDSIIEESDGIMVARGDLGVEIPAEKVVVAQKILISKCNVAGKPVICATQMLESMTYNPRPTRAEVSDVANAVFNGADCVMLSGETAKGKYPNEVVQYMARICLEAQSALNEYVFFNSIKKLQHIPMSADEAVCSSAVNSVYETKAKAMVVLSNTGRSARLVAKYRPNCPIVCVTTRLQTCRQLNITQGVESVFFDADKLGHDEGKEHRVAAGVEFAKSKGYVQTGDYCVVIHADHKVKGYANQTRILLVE
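qHTS format; LmPK 0.1 nM; substrates PEP 0.5 mM and ADP 0.1 mM. One-hour room-temperature incubation, then coupled luciferase luminescence; 0.5 nM enzyme wells mark activation.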
TbPYK inhibitor: qHTS of Trypanosoma Brucei Inhibitors | 0.12% of 410,000 active | pyruvate kinase (Trypanosoma brucei), Q57TT1 | TbPYK enzyme, Kinase-Glo Plus ATP luminescence, 45 min | AID 624173, 2012 | Potency, µM (series often up to 76.8 µM), inactives show at the highest dose activity, negative = inhibition, usual class: inhibitors; also: potency is read from the fitted curve at half-maximal effect; nearly all actives have a fitted effect of over 50% in size
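Quantitative HTS: titrated library compounds versus trypanosomal pyruvate kinase in TEA buffer (pH 7.2) containing KCl, MgCl2, BSA and Tween-20. Reactions were initiated with ADP, 130 uM final. Kinase-Glo Plus luminescence was read after 45 min at RT.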
AMA1-RON2 inh: qHTS for Inhibitors of AMA1-RON; Towards Development of Antimalarial Drug Lead: Primary Screen | AlphaScreen AMA1-biotinylated RON2 peptide binding | Potency, µM (titrated, usually from 58.2 µM), inactives show top-dose activity change, negative = inhibition, usual class: inhibitors | 0.2% of 360,000 active;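 also: potency is read from the fitted curve at half-maximal effect; 0% = vehicle wells and -100% = peptide control; nearly all actives have a fitted effect of over 45% in size; some results filed as inactive show a strong effect at the top dose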
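AMA1 (3D7) with his tag at 25 nM final met compounds first, then biotinylated RON2 peptide at 25 nM; detection used donor plus acceptor beads, 10 µg/mL apiece, read by AlphaScreen after 30 min at room temperature.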
* marks the source's active call; other numbers are inactive results; ? = inconclusive; / = no result given; & = joins results of further samples; [ ] = dose if it differs, or a comment. Unless noted, calls follow the shape of the dose curve; as a rule, active = well fitted curve in the direction sought with a large enough effect; inconclusive = small, poorly fitted or top-dose-only effect, or another doubt; inactive = no such curve, though single readings can be large; an effect the other way counts as inactive or inconclusive. Unless noted, % is scaled to controls: 0 for no effect and ±100 for the full control effect.

Preview, two compounds:
SMILES	HCV inh	HCMV antiviral	AmpC detergent	AmpC no deterg	LmPK inhibitor	TbPYK inhibitor	AMA1-RON2 inh
O=C(CCc1n[nH]c(=O)[nH]c1=O)Nc1cccc([N+](=O)[O-])c1	-1%	-26	3%	-35%	-1%[11.5 µM]	-20%	3%
COc1ccc(S(=O)(=O)Nc2cc3c4c(oc3c3ccccc23)CCCC4=O)cc1	?	-6	27%	-26%	1%	-13%	8%

The list itself, from the first entry:
SMILES	HCV inh	HCMV antiviral	AmpC detergent	AmpC no deterg	LmPK inhibitor	TbPYK inhibitor	AMA1-RON2 inh
O=C(CCc1n[nH]c(=O)[nH]c1=O)Nc1cccc([N+](=O)[O-])c1	-1%	-26	3%	-35%	-1%[11.5 µM]	-20%	3%
COc1ccc(S(=O)(=O)Nc2cc3c4c(oc3c3ccccc23)CCCC4=O)cc1	?	-6	27%	-26%	1%	-13%	8%
O=C(CSc1ncnc2scc(-c3ccccc3)c12)NC1CCS(=O)(=O)C1 (stereo not drawn)	17%	-9	0%	33%	5%	2%	-15%
COCCN(CCOC)C(=O)c1ccc(NS(=O)(=O)c2ccc3[nH]c(=O)[nH]c3c2)cc1	2%	-6	4%	2%	1%	4%	29%
Cc1nn(Cc2ccc(Cl)cc2)c(Cl)c1/C=N/NC(=O)CNc1ccccc1F	1%	-19	-6%	-17%	5%	3%	9%
COC(=O)C1=C(C)N(Cc2ccco2)C(=O)N[C@@H]1c1ccc(Br)cc1	-3%	12	/	/	-7%[11.5 µM]	4%	0%
CCOC(=O)Cc1csc(SCC(=O)Nc2sc3c(c2C(N)=O)CCC3)n1	-4%	-4	-2%	-31%	-2%	-7%	-25%
Cc1csc2nc(CSc3nncn3-c3ccccc3)c(Br)n12	12%	-27	8%	-22%	7%	-7%	-3%
O=C(O)CCCCNS(=O)(=O)c1ccc(Cl)c(C(F)(F)F)c1	24%	2	-6%	-17%	-7%	-5%	12%
Cc1noc(C)c1NC(=O)N(C)C[C@H]1Oc2c(NC(=O)c3ccncc3)cccc2C(=O)N([C@H](C)CO)C[C@@H]1C	-4%	-3	/	2%	/	-7%	13%
O=C(Nc1ccc(S(=O)(=O)N2CCOCC2)cc1)c1c(F)cccc1F	12%	-5	-15%	-2%	0%	-1%	1%
COc1ccc(/C=C/CN2CCCC(CO)(Cc3cccc(Cl)c3)C2)cc1 (stereo not drawn)	-8%	-26	5%	46%	-3%	0%	-5%
Cc1ccc(NC(=O)Cn2nc(C(=O)Nc3ccc(C)cc3)ccc2=O)cc1	2%	-32&11	2%&4%	-7%	6%	10%&0%	-7%
CC(C)CCNC(=O)c1ccc(NC(=O)N2CCCCc3ccccc32)cc1	/	5	11%	/	/	3%	/
COC(=O)CCC(=O)NNC(=O)Cc1ccccc1	16%	107	0%	-10%	-3%	1%	19%
Clc1ccc(CN2CCC(Cc3ccccc3)CC2)cc1	-4%	42	-5%	-10%	-7%	-3%	-28%
C=CCNC(=O)CC(=O)N/N=C/c1ccccc1F	6%	27	-3%	0%	-2%	6%	4%
Cc1ccc(C)c(N2CCN(CCCNC(=O)Cn3cc4c(n3)CCC(C)C4)CC2)c1 (stereo not drawn)	-13%&-5%	-2	?	35µM*	3%	0%	-7%
O=c1[nH]nc2c3ccccc3cnn12	0%	-16	-15%	-12%	0%	-3%	4%
Cc1ccc(C(=O)N2CCN(C(=O)CN3CCCC3)C2)cc1	-1%	-18	-12%	62%[activator]	2%	4%	2%
CCOC(=O)C1=CNS(=O)(=O)NC1c1ccc2ccccc2c1 (stereo not drawn)	6.3µM*	2	/	-17%	/	5%	12%
CN1CCN(Cc2oc(CO)cc(=O)c2O)CC1	1%	-3	?	-20%	-1%	-13%	?
CCCCN(C)CCCNC(=O)CCn1nc(-c2ccccc2)ccc1=O	9%	22	-4%	0%	-6%	-13%	16%
COCCCNc1nc2c(c(=O)n(Cc3ccccc3)c(=O)n2C)n1C	/	1	4%	/	/	0%	/
Cc1ccc2nc(/C(C#N)=C/c3ccc(-c4ccc(F)cc4F)o3)[nH]c2c1	/	-22	-5%	/	/	-1%	/
CCCCC(=O)NC(NC(=O)CCCC)c1ccc(OCCC)c(OC)c1	10%	-30	?	-26%	1%	-13%	9%
O=C(COC(=O)c1cccc(S(=O)(=O)N2CCc3ccccc32)c1)Nc1ncc(Cl)cc1Cl	31%[activator]	79	?	-40%	1%	-3%	-10%
COc1cccc(CNC(=O)[C@@H]2CCCN2C(=O)[C@H]2CCCCN2)c1	/	25	/	/	/	-8%	8%
CCc1ccccc1NC(=O)CSc1nc(C)c(C)o1	-20%	-14	0%	-1%	-8%	2%	-8%
CCOc1cc(S(=O)(=O)Nc2ccncc2)ccc1F	17%	19	0%	-4%	2%	2%	1%

(further entries)
SMILES	HCV inh	HCMV antiviral	AmpC detergent	AmpC no deterg	LmPK inhibitor	TbPYK inhibitor	AMA1-RON2 inh
Cc1ccc(C(=O)NC2CCCCC2)cc1S(=O)(=O)N1CCCC1	/	5	?	-1%	5%	-7%	-6%
COc1cccc(COC(=O)C2CCN(S(=O)(=O)c3cccs3)CC2)c1OC	1%	-13	?	1%	/	4%	-7%
O=C(CN1CCOCC1)NN=C1CCCCCCCCCCC1	0%	44	3%	-16%	-1%	-2%	2%
Cc1ccccc1NC(=O)c1cc2ccccc2o1	4%	77&90	?	-13%	-11%	-11%&-10%	6%
Cc1nc(-c2ccc(F)cc2)c(CC(=O)N(C)CC(=O)Nc2ccccc2Br)s1	-1%	-18	-14%	-12%	/	-1%	54%[activator]
CNC[C@H](CC1CCCCC1)NC[C@H](CO)NCC1(c2ccccc2)CC1	?	?	-8%	51%	1%	-1%	104%[activator]
CCOc1ccc(CC2c3cc(OCC)c(OCC)cc3CCN2C(=O)c2cc(OC)c(OC)c(OC)c2)cc1OCC (stereo not drawn)	?	26	-6%	119%[activator]	0%	2%	-3%
CC(C)(C)NC(=O)C1c2ccccc2Oc2ccccc21	8%	2	2%	-13%	1%	-2%	-3%
CCCn1c(C(C)Nc2nc(-c3cc(Cl)c(N)c(Cl)c3)cs2)nc2cc(Cl)c(N3CCCCC3)cc21 (stereo not drawn)	-16%	3	-5%	-31%	-7%	-6%	34%[activator]
O=C(Nc1ccccc1Cl)N1CCCN(c2nc(-c3ccccc3)ns2)CC1	?	?	6%	-21%	-1%	4%	6%
CCCCc1ccc(NC(=S)NCc2cccc(OC)c2)cc1	-3%	86	1%	-35%	0%	-6%	-8%
COC(=O)c1cc(NS(=O)(=O)c2ccc(NC(C)=O)cc2)cc(C(=O)OC)c1	17%	-9	-1%	-20%	3%	0%	8%
COc1cccc(C2=NN(C(=O)CCCC(=O)O)C(c3cccs3)C2)c1 (stereo not drawn)	16%	0	-17%	-28%	0%	-4%	-4%
COc1ccnc(Nc2ccc(C)c(C)c2)c1C#N	4%	13	-13%	-11%	-2%	-4%	16%
Cc1c(CC(=O)O)c(=O)oc2c(C)c3occ(-c4ccccc4)c3cc12	36%[activator]	29	2%	-28%	4%	4%	14%
O=C(Cn1cnc2c(oc3ccccc32)c1=O)NCc1ccccc1	-11%	70	?	-16%	1%	-2%	14%
O=C(Cc1ccc(Cl)cc1)NCCN1CCN(C(=O)Cc2ccc(Cl)cc2)CC1	-7%	-18	6%	174%[activator]	0%	9%	3%
COc1ccccc1C(=O)NC(CCSC)C(=O)NC1CCCCCC1 (stereo not drawn)	1%	31	0%	-5%	7%	-15%	?
C[C@@H]1CN([C@@H](C)CO)C(=O)c2cc(N(C)C)ccc2O[C@@H](C)CCCCO[C@@H]1CN(C)S(=O)(=O)c1cccs1	/	-34	/	/	/	?	7%
CN(C)S(=O)(=O)Oc1ccsc1C(=O)Nc1cccc(Cl)c1	?	-9	-3%	-18%	1%	-4%	25%
O=C(O)CCc1nn2c3ccccc3n(CC(=O)c3ccccc3)c2nc1=O	8%	24	1%	-4%	3%	-3%	2%
COc1ccc(OC)c(C(c2nnnn2C2CCCC2)N2CCN(c3ccccc3F)CC2)c1 (stereo not drawn)	?	-2	-18%	37%	1%	1%	-17%
O=C1/C(=C\c2ccc(-c3ccccc3Cl)o2)SC(=S)N1CC1CCCO1 (stereo not drawn)	8%	-20	?	-28%	4%	-2%	-17%
Cc1ccc(C(=O)N/C(=C\c2ccc(Br)cc2)c2nc(=S)[nH][nH]2)cc1	26%	-71*	2%	-23%	6%	1%	51%[activator]
O=C(NCC1CCCO1)C1CCN(S(=O)(=O)N2CCCC2)CC1 (stereo not drawn)	-23%	-14	-1%	-3%	2%	0%	9%
CCN(CC(=O)NCc1cccs1)S(=O)(=O)c1ccc([N+](=O)[O-])cc1	-10%	-33	?	-16%	2%	-3%	2%
CCn1c(NCc2ccco2)nc2c1c(=O)n(C)c(=O)n2C	7%&-28%	24	6%	-19%	-4%	6%	6%
COc1ccc(Cl)cc1NC(=O)CN(C)C(=O)C1CCN(C(=O)Nc2ccccc2)CC1	10%	34	4%	132%[activator]	/	-3%	12%[11.6 µM]
C=CCN(Cc1cc(OC)ccc1OC)C(=O)c1cc2ccc(OC)cc2[nH]1	?	-19	3%	-20%	2%	6%	-20%
COc1ccc(CCNc2oc(-c3cccc4ccccc34)nc2P(=O)(OC)OC)cc1OC	?	38	0%	126%[activator]	-2%	-5%	-13%
Cc1cc(C)c2c(-n3cccc3)c(C(=O)NCc3cccc(F)c3)sc2n1	/	3	-7%	/	/	1%	/
